Source: PubChem
SENP8 inh – inhibitors of human SENP8 protease; Q96LD8; purified SENP8, Z-RLRGG-aminoluciferin cleavage, luminescence; inhibition, % at 10 µM; hit rate 1.2% among 330,000
Target sequence (Q96LD8 whole entry, looked up): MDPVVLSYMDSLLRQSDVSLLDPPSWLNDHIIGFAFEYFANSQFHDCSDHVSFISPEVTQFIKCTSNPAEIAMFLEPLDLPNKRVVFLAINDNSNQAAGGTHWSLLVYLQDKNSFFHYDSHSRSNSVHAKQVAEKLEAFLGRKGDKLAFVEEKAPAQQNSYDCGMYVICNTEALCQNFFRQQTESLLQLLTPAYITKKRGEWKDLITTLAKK
Gli-Sufu antag – antagonists of Gli-Sufu signaling; Sufu-KO-LIGHT fibroblasts, Gli luciferase reporter luminescence; inhibition, % at 5 µM; hit rate 0.74% among 340,000; AID 588413;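 active = inhibition above about 55%, limit read from the data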;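 note: 0% = DMSO-treated cells and 100% = wells with medium but no cells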
EBI2 antag – antagonists of human EBI2 receptor | P32249 | EBI2 beta-arrestin recruitment, luminescence, 7a,25-OHC stimulated | inhibition, % at 5 µM | hit rate 0.81% among 360,000 | AID 651636; in the data active = inhibition above about 38%;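 note: enzyme fragment complementation signal reports receptor beta-arrestin coupling in cells; 0% = agonist plus DMSO wells and 100% = wells without agonist; some results beyond the cut were filed as inactive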
Target sequence (P32249 whole entry, looked up, the tested form may be a part): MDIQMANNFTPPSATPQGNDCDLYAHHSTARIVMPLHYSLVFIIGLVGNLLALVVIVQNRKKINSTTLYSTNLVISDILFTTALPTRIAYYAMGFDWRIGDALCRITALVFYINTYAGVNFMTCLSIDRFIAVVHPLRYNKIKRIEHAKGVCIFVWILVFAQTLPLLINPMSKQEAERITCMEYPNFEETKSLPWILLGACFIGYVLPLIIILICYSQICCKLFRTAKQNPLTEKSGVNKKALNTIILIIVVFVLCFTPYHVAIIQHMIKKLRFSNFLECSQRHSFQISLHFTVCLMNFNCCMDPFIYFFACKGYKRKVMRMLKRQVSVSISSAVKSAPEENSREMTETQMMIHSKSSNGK
UBC13 polyUb – blocks human UBC13 polyubiquitin chain formation; hit rate 0.47% among 330,000; inhibition, % at 20 µM; TR-FRET; AID 485273; in the data active = inhibition above about 45%, passing the limit was not always enough; inconclusive = no clear call, values can overlap the other calls
697 NFkB inh – lowers PMA/ionomycin-induced NF-kB signal in 697 B cells; hit rate 0.33% among 330,000; inhibition, % at 4 µM; AID 435022; 697 B-cell NF-kB luciferase reporter, 16 h; in the data active = inhibition above about 35%
Jurkat NFkB inh – lowers PMA/ionomycin-induced NF-kB signal in Jurkat cells; inhibition, % at 4 µM; PMA/ionomycin-induced NF-kB luciferase reporter, luminescence; AID 435003; hit rate 0.53% among 330,000
CCR6 antag – antagonists of human CCR6 receptor; P51684; CHO-K1 CCR6 PathHunter beta-arrestin, luminescence, CCL20-stimulated; inhibition, % at 20 µM; hit rate 0.49% among 340,000; AID 493098;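 active = compounds whose inhibition of the agonist-driven luminescence signal at 20 µM reaches about 50%, limit read from the data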;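 note: cells stimulated with CCL20 at 14 nM final; plate controls were DMSO with CCL20 for no effect and DMSO without agonist for full effect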
Target sequence (P51684 whole entry, looked up): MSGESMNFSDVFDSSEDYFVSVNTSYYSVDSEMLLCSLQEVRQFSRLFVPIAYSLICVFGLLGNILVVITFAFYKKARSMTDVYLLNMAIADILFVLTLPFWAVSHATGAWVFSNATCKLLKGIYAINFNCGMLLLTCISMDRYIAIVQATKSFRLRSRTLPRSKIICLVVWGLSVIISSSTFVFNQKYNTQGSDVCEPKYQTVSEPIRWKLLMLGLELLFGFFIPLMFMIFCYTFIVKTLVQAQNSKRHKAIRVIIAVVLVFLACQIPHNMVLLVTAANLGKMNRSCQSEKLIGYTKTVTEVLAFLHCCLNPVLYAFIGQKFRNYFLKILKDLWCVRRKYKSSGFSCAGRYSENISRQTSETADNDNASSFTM
Apaf-1 inh – blocks human Apaf-1 apoptosome activity; hit rate 0.71% among 330,000; inhibition, % at 20 µM; O14727; reconstituted apoptosome caspase-3 activity, DEVD-Rh110 fluorescence; active = inhibition of at least 40% at 20 µM;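 note: plate controls were DMSO wells for no effect and DEVD-CHO caspase inhibitor wells for full effect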
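Material: reconstituted apoptosome with Apaf-1, cytochrome c, caspase-9, procaspase-3, dATP / Buffer or medium: pH 7.5 Hepes buffer with CHAPS, BSA, DTT / Also added: cytochrome c with DEVD-Rh110 / Schedule: compound with Apaf-1, dATP, procaspase-3 30 min, then 50 min reaction, room temperature / Technique: rhodamine 110 fluorescence at Ex 480/Em 540 nm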
Active calls of the source: *; ? = inconclusive; · = no result given. Cut-off read from the data, not from the text of the source, unless noted: active = inhibition above about 50%; inactive = the rest. This is a subset; the hit share may differ from the screen's.

no. | structure | Gli-Sufu antag | 697 NFkB inh | SENP8 inh | EBI2 antag | UBC13 polyUb | CCR6 antag | Jurkat NFkB inh | Apaf-1 inh
1 | CCOc1c(CNCCCSc2nc(C)cc(C)n2)cccc1OC | 34 | 9 | 5 | 8 | 4 | 15 | 8 | 2
2 | O=C(COc1ccc2ccc(=O)oc2c1)Nc1ccc(N2CCOCC2)cc1 | -2 | 16 | -8 | -10 | 25 | -1 | -7 | -3
3 | Cc1ccc(-c2nnc3ccc(SCC(=O)N4CCCc5ccccc54)nn23)cc1 | 16 | -17 | -10 | 4 | 2 | -2 | 7 | 23
4 | CC(=O)Nc1ccc(S(=O)(=O)NCCNc2ccccc2[N+](=O)[O-])cc1 | 3 | 20 | 1 | -5 | -52 | 24 | 11 | -7
5 | O=C(OCC(=O)N1CCCCCC1)c1n[nH]c(=O)c2ccccc12 | 18 | 0 | -9 | -8 | 2 | 14 | 5 | -9
6 | COc1ccccc1CNC(=O)c1csc(Cc2ccc(Cl)cc2)n1 | · | 0 | -1 | 15 | 10 | 28 | 71* | 10
7 | CCc1noc(C)c1C(=O)Nc1nc(-c2cc(C)ccc2C)c(C)s1 | -14 | -10 | -11 | -6 | -6 | 23 | -2 | 10
8 | O=C(c1ccccc1)N1CCOC12CCN(c1ncc(C(F)(F)F)cc1Cl)CC2 | 10 | 22 | -1 | 16 | 2 | -1 | 6 | 28
9 | CC1(C)CC(=O)C2=C(C1)NC(=O)NC2c1ccccc1Cl (stereo unspecified) | 6 | -6 | -10 | 10 | -2 | 2 | -2 | 5
10 | COC(=O)[C@@H](NC(=O)c1ccc(OC2CCN(Cc3ccccn3)CC2)cc1)C(C)C | -6 | -15 | -12 | -10 | -14 | -8 | 0 | -1
11 | COc1ccc(/C=N\NS(=O)(=O)c2ccc(C)cc2)cc1COc1ccccc1[N+](=O)[O-] | -4 | 4 | -5 | 5 | -11 | -4 | -15 | -4
12 | CCOC(=O)N1CCc2c(sc3[nH]c(=S)[nH]c(=S)c23)C1 | -3 | -4 | -2 | · | ? | 20 | 0 | -21
13 | CS(=O)(=O)NCCSCc1ccc(Cl)cc1 | 7 | 14 | 1 | -5 | 8 | 10 | 4 | -2
14 | O=C(NCC(c1ccco1)N1CCc2ccccc21)c1ccccc1F (stereo unspecified) | -4 | -9 | -4 | 8 | -4 | 23 | -4 | 23
15 | O=C(O)CCCNS(=O)(=O)c1cccc2nsnc12 | 4 | -7 | -5 | -6 | -10 | -16 | -6 | 6
16 | COc1cccc(C(=O)NC(=S)Nc2ccccc2N2CCOCC2)c1 | 8 | 0 | 4 | 7 | 12 | 16 | 4 | 16
17 | COc1ccc(NS(=O)(=O)c2ccc(NC(=S)NCC3CCCO3)cc2)cc1 (stereo unspecified) | 5 | -15 | -8 | -1 | -1 | 16 | 0 | 10
18 | O=C(NCc1cccnc1)C(=O)NCC1OCCN1S(=O)(=O)c1ccccc1 (stereo unspecified) | -5 | -8 | -8 | 4 | 2 | -4 | -6 | 13
19 | CCOC(=O)C1=CN(Cc2cccc(F)c2)S(=O)(=O)N(C)C1c1ccc(C(F)(F)F)cc1 (stereo unspecified) | 7 | -6 | · | 10 | · | 16 | · | 12
20 | COCc1nnc(NC(=O)c2cccs2)s1 | -11 | -7 | -11 | -12 | 1 | -26 | 3 | -2
21 | COC(=O)c1ccc(N2CCCCC2)c(NC(=O)c2ccco2)c1 | 15 | -5 | -1 | 9 | 4 | 28 | 8 | 10
22 | O=C(C[n+]1ccc(/C=N/O)cc1)NCc1ccccc1 | -2 | 8 | -3 | 1 | 6 | -12 | 5 | -20
23 | CCOc1ccc(-c2nc(CCl)cs2)cc1 | -45 | -87 | 28 | 1 | 4 | -11 | -77 | -1
24 | C=CCn1c(C)cc(C(=O)CN2C(=O)NC3(CCCc4ccccc43)C2=O)c1C (stereo unspecified) | -18 | -21 | 6 | -15 | 2 | -24 | -1 | 3
25 | CNC(=O)c1sc(-c2cccs2)nc1C | -5 | 5 | -9 | -6 | -7 | -8 | -9 | -12
26 | COC(=O)c1cccc(NC(=O)CCc2cc(OC)c(OC)c(OC)c2)c1 | -5 | -16 | -4 | -3 | -8 | -4 | 4 | 4
27 | Cn1cccc1C(=O)C(=O)Nc1cc(Cl)cc(Cl)c1 | -38 | -78 | 67* | 6 | -4 | -6 | -49 | -4
28 | CCN(CC)CCn1c2ccccc2c2nc3ccccc3nc21 | -4 | -66 | -6 | 2 | -46 | 12 | -62 | 14
29 | O=C1CCC/C1=C/Nc1ccc(Cl)cc1 | -11 | 7 | -4 | 8 | 2 | 19 | 1 | -10
30 | O=C(NCC(=O)N(CCc1ccccc1)C(C(=O)NC1CCCC1)c1cccnc1)c1ccco1 (stereo unspecified) | 7 | 6 | -10 | 0 | 2 | -4 | 5 | -2
31 | CCC(=O)N1CCCc2cc(S(=O)(=O)N3CCN(c4ccccc4F)CC3)ccc21 | 6 | -20 | -11 | -1 | -1 | 11 | 7 | 25
32 | COc1ccc(CCNS(=O)(=O)c2cc3c4c(c2)C(C)C(=O)N4CCC3)cc1OC (stereo unspecified) | 9 | -8 | -12 | -3 | 1 | 13 | 5 | -3
33 | CC(=O)Oc1ccc(-c2csc(Nc3cccnc3)n2)cc1 | 7 | -26 | -13 | 8 | -3 | 10 | -35 | 10
34 | COc1cc2c(cc1NC(=O)c1cccnc1)CCCC2 | -4 | -11 | -6 | -3 | -2 | 17 | -9 | 6
35 | COc1cccc(CN2CCNC(=O)C2CC(=O)NC2CCOCC2)c1OC (stereo unspecified) | -4 | -4 | -1 | 3 | -6 | 1 | 3 | 3
36 | CC(C)(C)C(=O)Oc1cccc(Nc2ncnc3ccccc23)c1 | -27 | -38 | -8 | 2 | 5 | 0 | -7 | -2
37 | CC(=O)N[C@H]1C(O)O[C@H](CO)[C@@H](O)[C@@H]1O (stereo partly specified) | 3 | 0 | 7 | -2 | -8 | -3 | -12 | -2
38 | CCOc1ccc(NC(=O)N(C2CCCC2)C2CCN(C(C)=O)CC2)cc1 | 8 | 22 | 0 | 0 | -9 | 5 | -4 | -7
39 | O=C(CSc1nnc(Cc2cccs2)n1Cc1ccco1)Nc1cc(Cl)cc(Cl)c1 | -13 | -1 | 3 | 6 | 0 | -1 | 6 | 18
40 | Cc1cccc2cc(CN(Cc3nnnn3Cc3ccccc3)C3CCCC3)c(=O)[nH]c12 | 3 | 12 | 2 | 3 | -4 | -4 | 4 | 10
41 | COc1ccc(CCn2nnnc2C(CC(C)C)N2CCN(c3ncccn3)CC2)cc1OC (stereo unspecified) | 0 | -1 | 4 | -1 | 8 | 14 | -3 | 1
42 | COc1ccc(NC(=O)CCC(=O)N(Cc2ccc(OC)c(OC)c2)c2nccs2)c(OC)c1 | -7 | 4 | 1 | 8 | -3 | 20 | 9 | 3
43 | CCCn1nnnc1SCC(=O)NCc1ccc2c(c1)OCO2 | -9 | 5 | -3 | 6 | 3 | -2 | -9 | 1
44 | CCCN(CCO)C1CCN(CCc2ccccc2)CC1 | 11 | 8 | -20 | 5 | -4 | 11 | -11 | 7
45 | O=C(COC(=O)CSc1ccc(F)cc1)NCC1CCCCC1 | 95* | -4 | -7 | 11 | 13 | 10 | -19 | 19
46 | COc1ccc(CN2CCN(C(=O)c3ccco3)CC2)cc1OC | 6 | -18 | -9 | -7 | -2 | 0 | 4 | 3
47 | Cc1cccc(NC2=NC(=S)N(c3cccc(C(=O)O)c3)C23CCCCC3)c1 | 0 | 10 | -4 | -12 | 1 | -1 | -2 | -9
48 | Cc1sc2ncnc(SCC(=O)NNC(=O)COc3cccc4ccccc34)c2c1C | 34 | -4 | 2 | 37 | -15 | 5 | -6 | 7
49 | O=S(=O)(Nc1ccccn1)c1cccs1 | -4 | 7 | -2 | 1 | 14 | -7 | 17 | -31
50 | C=CCN(CC(=O)NC1CCCC1)C(=O)C(=O)Nc1ccc2c(c1)OCCO2 | 8 | 14 | 6 | -3 | 11 | 3 | 13 | 7
51 | Cc1c(C(=O)N2CCCCC2)c(S(=O)(=O)Nc2cccc(Br)c2)c(C)n1C | -1 | 4 | 1 | -9 | 1 | 15 | 5 | 11
52 | Cn1c(=O)c(C(=O)COC(=O)c2cc(C(F)(F)F)nc3ccccc23)c(N)n(Cc2ccccc2)c1=O | · | -17 | -2 | · | 2 | · | 16 | -12
53 | C=CCn1c(SCC(=O)NC2CCCCC2)nnc1C(C)NC(=O)c1cccs1 (stereo unspecified) | 0 | -21 | 3 | -3 | -28 | 4 | -35 | -2
54 | CCC(CC)c1nnc(NC(=O)CCc2ccc(OC)cc2)s1 | -5 | -5 | -1 | -9 | -3 | 12 | 5 | 18
55 | CC(C)CN(Cc1cc2ccccc2[nH]c1=O)C(=O)c1cccnc1 | 2 | -9 | -2 | -3 | -5 | 0 | -11 | 24
56 | Nc1ccc2nc(CCCCCCc3nc4ccc(N)cc4[nH]3)[nH]c2c1 | 2 | 1 | 3 | 2 | 6 | 10 | -5 | 0
57 | CCc1ccc(OCc2cccc(C(=O)N/N=C\c3cnn(C)c3C)c2)cc1 | -73 | -121 | -9 | 0 | 4 | 4 | -31 | -11
58 | O=C(CO/N=C/c1ccccc1OC(F)F)NCc1ccco1 | 5 | 27 | 4 | -10 | 2 | 3 | -5 | -23
59 | O=C(Nc1nnc(-c2ccccc2)o1)Nc1ccc(F)cc1F | -3 | 14 | -8 | -2 | -13 | 12 | -16 | 1
60 | Cc1cc(C)cc(OCC(=O)OC(C)C(=O)Nc2ccc(Cl)cn2)c1 (stereo unspecified) | -2 | 9 | 16 | -2 | -2 | 13 | -3 | 17

Next results follow.
no. | structure | Gli-Sufu antag | 697 NFkB inh | SENP8 inh | EBI2 antag | UBC13 polyUb | CCR6 antag | Jurkat NFkB inh | Apaf-1 inh
61 | Cc1cccc(C)c1NS(=O)(=O)c1cc2c3c(c1)CCN3C(=O)CC2 | -5 | 12 | -3 | -16 | 0 | 6 | 2 | 2
62 | C=CCn1cnc2c(nnn2-c2cc(C)cc(C)c2)c1=O | 3 | -6 | 0 | -1 | 28 | 6 | 7 | -7
63 | CN(C(=O)c1ccncc1)C1CCCCC1 | 11 | -7 | 5 | 7 | 1 | 7 | 0 | -20
64 | CC(=O)c1ccc(NC(=O)c2ccc(CNc3c(N4CCOCC4)c(=O)c3=O)cc2)cc1 | -1 | 12 | -4 | 5 | -8 | 2 | -6 | 0
65 | CCCc1cc(=O)[nH]c(SCC(=O)N2CCN(S(=O)(=O)c3ccc(C)cc3C)CC2)n1 | 7 | 15 | 3 | -3 | -9 | -5 | -10 | 24
66 | CC1CCCC(NC(=O)c2cccc(S(=O)(=O)NCc3ccccc3)c2)C1C (stereo unspecified) | 1 | -4 | -3 | 4 | 12 | 19 | -4 | 5
67 | CN1CCN(c2ccc(NC(=O)COc3cccc4ccccc34)cc2)CC1 | 5 | -2 | 2 | -16 | 13 | 12 | -9 | 10
68 | Cc1cccc([C@@H]2[C@@H]3C(=O)N(Cc4ccccc4)C(=O)[C@@H]3[C@]3(C)C(=O)N(c4ccc(Br)cc4)C(=O)N23)c1 | -6 | 8 | 4 | 8 | 3 | 6 | 0 | 15
69 | CCc1ccc(NC(=O)C(=O)NCC2CCCO2)cc1 (stereo unspecified) | -73 | -53 | -5 | -8 | 3 | 0 | -55 | -8
70 | O=c1nc(SCc2ccc(Cl)cc2)nc(-c2ccccc2)[nH]1 | 6 | 4 | 6 | -4 | 3 | 3 | 27 | -6

Already shown: entries from further up.
no. | structure | Gli-Sufu antag | 697 NFkB inh | SENP8 inh | EBI2 antag | UBC13 polyUb | CCR6 antag | Jurkat NFkB inh | Apaf-1 inh
61 | Cc1cccc(C)c1NS(=O)(=O)c1cc2c3c(c1)CCN3C(=O)CC2 | -5 | 12 | -3 | -16 | 0 | 6 | 2 | 2
62 | C=CCn1cnc2c(nnn2-c2cc(C)cc(C)c2)c1=O | 3 | -6 | 0 | -1 | 28 | 6 | 7 | -7
63 | CN(C(=O)c1ccncc1)C1CCCCC1 | 11 | -7 | 5 | 7 | 1 | 7 | 0 | -20
64 | CC(=O)c1ccc(NC(=O)c2ccc(CNc3c(N4CCOCC4)c(=O)c3=O)cc2)cc1 | -1 | 12 | -4 | 5 | -8 | 2 | -6 | 0
